RAD54 inh = RAD54 (human) branch migration inhibition. Q92698. RAD54 Holliday junction branch migration, FAM/BHQ fluorescence. inhibition, % at 10.4 µM. hit rate 0.14% among 360,000. AID 602329;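 active = mean normalized replicate activity at least 40 and at least half of replicates scoring 40 or more; inconclusive = only one of the two criteria met; inactive = mean below 40 and under half of replicates reaching 40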;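 also: 0% = median of neutral control wells and 100% = median of positive control wells; inhibitors cause a drop in the FAM fluorescence signal; in these data hits start at about 50%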
S100A4 MyoIIA = blocks human S100A4 binding to myosin IIA peptide. hit rate 0.14% among 360,000. P26447. inhibition, % at 10.7 µM. S100A4/TAMRA-MyoIIA peptide fluorescence polarization;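 active = mean inhibition of at least 70% across replicates, with every replicate also reaching that level; inconclusive = mean inhibition reaches 70% but some replicates fall short; inactive = mean inhibition below 70%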
Target sequence (P26447 whole entry, looked up): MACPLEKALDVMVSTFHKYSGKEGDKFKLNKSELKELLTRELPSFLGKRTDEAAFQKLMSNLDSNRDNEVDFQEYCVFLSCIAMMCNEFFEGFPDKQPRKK
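Material: S100A4 monomer (human). Medium: Calcium-containing HEPES buffer, pH 7.2. Probe or stimulus: labelled myosin peptide probe, 5 nM. Compound dosing: one concentration per compound. Timing: polarization read 5 min after assay mix addition, stable 5–60 min. Benchmarks: DMSO as neutral control, TFP as positive control.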
FN deposition inh = fibronectin deposition inhibition; AH1F fibroblasts, Alexa488-fibronectin deposition fluorescence, overnight; inhibition, % at 12.6 µM; hit rate 0.086% among 350,000; AID 743247;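 active = mean inhibition across replicates of 30% or more, regardless of how many single replicates reach that level; inconclusive = mean under 30% yet at least half of replicates reach 30%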;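 also: positive control wells lacked labelled fibronectin entirely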
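test system = AH1F fibroblasts assembling fluorescent fibronectin matrix | quantity = 10000 AH1F cells per well | buffer or medium = DMEM plus 2% serum, read in PBS | doses = single dose, pinned | incubation = 1 h cell attachment, overnight exposure to compound and label | detection = fluorescence at 485 nm excitation, 525 nm emission | read-out basis = inhibition from reduced deposited-fibronectin fluorescence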
RAD52 inh = RAD52 (human) annealing inhibition; recombinant RAD52 DNA annealing, FRET fluorescence; inhibition, % at 18.7 µM; hit rate 0.46% among 360,000; AID 651710;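 active = every replicate showing at least 50% inhibition; inconclusive = mean inhibition at least 50% but not in every replicate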
Target sequence (P43351 whole entry, looked up): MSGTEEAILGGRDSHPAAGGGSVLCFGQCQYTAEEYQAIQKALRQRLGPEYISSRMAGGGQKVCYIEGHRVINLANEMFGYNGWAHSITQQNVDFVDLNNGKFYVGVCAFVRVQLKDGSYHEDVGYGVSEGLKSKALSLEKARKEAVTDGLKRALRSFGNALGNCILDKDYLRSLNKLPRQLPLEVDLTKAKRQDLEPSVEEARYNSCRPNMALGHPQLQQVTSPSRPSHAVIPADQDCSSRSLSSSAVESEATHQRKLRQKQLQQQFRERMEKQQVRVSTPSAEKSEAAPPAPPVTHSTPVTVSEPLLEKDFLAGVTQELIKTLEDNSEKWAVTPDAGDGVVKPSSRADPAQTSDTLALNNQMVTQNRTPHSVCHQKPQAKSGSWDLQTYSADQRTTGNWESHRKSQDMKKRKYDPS
EWS-Fli inh = EWS/Fli transcriptional activity inhibition | hit rate 0.67% among 350,000 | AID 651661 | inhibition, % at 12.6 µM | A673 NR0B1-luciferase reporter, viability-normalised;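 active = mean inhibition of at least 50% after viability correction, with every replicate also passing that limit; inconclusive = mean reaches 50% but only one of two replicates passes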;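 also: firefly luciferase signal divided by Alamar Blue viability fluorescence both relative to DMSO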
XiGFP reactiv = reactivates the inactive X chromosome in mouse fibroblasts; activation, % at 7.58 µM; AID 743238; XiGFP mouse fibroblasts, % GFP-positive cells imaging, 3 d; cells co-treated with 5-aza-dC sensitizer; scaled so ellipticine positive control = 100%; hit rate 0.055% among 360,000;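 active = mean normalized replicate activation at least 10% and every replicate at or above 10%; inconclusive = only one of the two criteria met; inactive = mean below 10% and not all replicates reach 10%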;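 also: 0% = median of on-plate neutral control wells and 100% = ellipticine 6 µM median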
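System: XiGFP fibroblasts, SV40-immortalized. Medium: DMEM plus 5-aza-dC sensitizer. Doses: single point. Timing: 3 d treatment, 15 min room-temperature fixation. Control set: ellipticine 6 µM.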
esBAF inh = SWI/SNF esBAF complex inhibition | mouse ES cells, Bmi1-luciferase knock-in reporter, 24 h; 100% = twice the neutral-well signal | reporter increase, % at 12.5 µM | hit rate 2% among 350,000 | AID 602393; in the data active = activation above about 40%; inconclusive = no clear call, values can overlap the other calls;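 also: 0% = median of the plate's neutral control wells and 100% = double that signal; a rise in the Bmi1 reporter signal indicates esBAF inhibition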
E-selectin induc = induces E-selectin expression in human endothelial cells; hit rate 0.37% among 260,000; P16581; activation, % at 7.58 µM; HUVEC E-selectin immunofluorescence imaging; normalized: neutral wells 0, TNF-alpha wells 100;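 active = mean E-selectin-positive cell signal at least 10% of the positive control, reached in at least 60% of replicates, without over 20% cell loss; inconclusive = no rule given, readout overlaps actives, possibly toxicity-flagged; inactive = the rest, including those meeting only one limit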;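 also: in these data hits start at about 27%; measured in HUVEC primary endothelial cells; signal is the percent of cells scored E-selectin positive by PE staining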
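Test system: HUVEC | Signal: Immunofluorescence imaging | Read-out: Percent E-selectin-positive cells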
Active calls of the source: *; ? = inconclusive; / = no result given.

item	SMILES	RAD54 inh	S100A4 MyoIIA	FN deposition inh	RAD52 inh	EWS-Fli inh	XiGFP reactiv	esBAF inh	E-selectin induc
1	CC(=O)c1ccc(Oc2cnccn2)cc1	/	2.2	-6.7	-6.6	2.0	0.3	/	/
2	Cn1c(SCc2cc([N+](=O)[O-])cc3c2OCOC3)nnc1-c1ccccn1	/	-1.3	1.7	-5.1	1.7	3.6	/	/
3	Cc1ccc(S(=O)(=O)Nc2ccc3c(c2)CC(=O)N([C@H](C)CO)C[C@H](C)[C@@H](CN(C)C(=O)NC2CCCCC2)O3)cc1	3.8	2.5	/	18.4	4.3	-0.2	0.0	0.7
4	CCOCCCNC(=O)CCCC1=NS(=O)(=O)c2ccccc2N1	-2.0	2.2	-13.3	5.9	-0.2	0.0	7.2	/
5	N#C[C@@H]1[C@@H](c2ccc(C#Cc3ccccc3F)cc2)[C@H](CO)N1C(=O)C1CCCCC1	3.2	-7.4	-13.0	-48.3	3.2	0.0	14.9	-0.2
6	CCCOc1ccc(/C=C2/C(=O)ON=C2C)cc1Cl	-11.2	-5.4	2.9	-9.4	9.4	0.0	-3.9	-0.1
7	C(=C\c1ccccn1)/c1ccccn1	-2.4	-2.0	-5.0	6.7	-29.7	-0.1	25.8	-1.6
8	C=C(C)C(=O)Oc1ccc(N=Nc2ccc(C)cc2)ccc1=O	-12.0	-7.8	-6.1	-18.7	0.6	-0.1	-40.9	/
9	CC(=O)Nc1ccc(C(=O)N/N=C/c2cc(Br)cc(Br)c2O)cc1	/	6.9	5.2	-7.1	26.2	0.1	1.2	2.9
10	COc1ccc(NC(=O)C2CCCN(S(=O)(=O)c3cccc4cccnc34)C2)cc1OC (stereo unspecified)	0.1	-5.0	1.8	-8.4	-11.0	0.2	1.7	-0.1
11	O=[N+]([O-])c1nccn1CCCCCCN1CCOCC1	12.7	-0.6	-4.2	1.2	-6.2	0.0	-0.4	-0.2
12	COc1ccc(-c2cc(-c3ccc(Cl)cc3)n[nH]2)c(O)c1	/	-1.1	0.1	-13.4	-94.1	0.1	/	0.5
13	COCC1COS(=O)(=O)NC1(C)C (stereo unspecified)	-6.3	-2.6	4.0	8.8	1.5	0.1	-0.8	0.0
14	C[C@@H]1CCCCO[C@H](CN(C)Cc2ccc3c(c2)OCO3)[C@H](C)CN([C@@H](C)CO)C(=O)c2cc(NS(C)(=O)=O)ccc2O1	/	/	/	/	-7.6	-0.1	-9.9	-0.1
15	COc1ccc(-c2ccccc2NC(=O)C2CCCN(Cc3ccc(C)o3)C2)cc1 (stereo unspecified)	-6.3	1.5	2.8	-22.4	12.8	0.1	-3.8	-0.3

Among those listed so far, these contain a Cl atom.
item	SMILES	RAD54 inh	S100A4 MyoIIA	FN deposition inh	RAD52 inh	EWS-Fli inh	XiGFP reactiv	esBAF inh	E-selectin induc
6	CCCOc1ccc(/C=C2/C(=O)ON=C2C)cc1Cl	-11.2	-5.4	2.9	-9.4	9.4	0.0	-3.9	-0.1
12	COc1ccc(-c2cc(-c3ccc(Cl)cc3)n[nH]2)c(O)c1	/	-1.1	0.1	-13.4	-94.1	0.1	/	0.5

(list continues)
item	SMILES	RAD54 inh	S100A4 MyoIIA	FN deposition inh	RAD52 inh	EWS-Fli inh	XiGFP reactiv	esBAF inh	E-selectin induc
16	CN(C)CC#Cc1ccc([C@H]2[C@H]3CN(C(=O)c4ccc(F)cc4)CC(=O)N3[C@H]2CO)cc1	/	-4.9	/	2.1	0.3	0.4	/	-0.3
17	C/C=C/c1cnc2c(c1)C(=O)N([C@H](C)CO)C[C@@H](C)[C@@H](CN(C)C(=O)Nc1cccc(OC)c1)O2	3.7	-1.2	-14.7	-1.7	6.0	0.0	2.5	0.4
18	Cn1cnc(S(=O)(=O)N2C[C@H](O)COC[C@@H]3O[C@@H](CC(=O)NCc4ccc(F)cc4)CC[C@H]32)c1	2.5	11.7	0.5	-9.8	3.8	0.1	0.1	-0.1
19	CCC1(C)CC(C(N)=S)CCO1 (stereo unspecified)	/	-0.4	2.7	-19.5	1.1	0.1	-3.4	-0.1
20	COc1ccc(S(=O)(=O)N(C)CC(=O)N2CCN(c3ccccc3)CC2)cc1	-9.3	0.1	-10.7	-9.2	2.8	/	-3.9	/
21	O=C(Nc1nc(-c2ccc([N+](=O)[O-])cc2)cs1)C1=COCCO1	-6.1	2.7	0.1	-11.1	-22.2	0.0	20.7	-0.3
22	Cc1ccc(-n2c(C)cc(C(=O)Cn3nc(C(=O)O)c4ccccc4c3=O)c2C)cc1	/	-7.1	-11.6	-4.5	-24.7	0.1	9.6	/
23	COc1ccc(-c2cc(C(=O)Nc3ccc(Br)cc3)no2)cc1	0.7	-2.6	-8.5	-12.0	12.5	0.0	-1.2	-0.1
24	CC(C)Oc1cccc(C(=O)N/N=C/c2ccoc2)c1	4.0	-3.4	-4.9	-29.1	/	0.1	29.4	-0.1
25	O=C(CCc1ccccc1)Nc1ccc(S(=O)(=O)N2CCCC2)cc1	/	14.0	17.0	-18.3	16.7	0.0	/	/
26	O=C(NCC1CC1)c1onc(CSc2ccc(F)cc2)c1C(=O)NCC1CC1	-5.8	-2.4	-1.5	1.6	14.5	-0.3	-3.8	0.4
27	O=C(NC(=O)c1ccncc1)NC(c1ccccc1)c1ccccc1	0.0	-3.0	/	-11.0	10.8	/	-5.8	/
28	CC(=O)c1ccc(NC(=O)CSc2nc(C)cc(C)c2C(N)=O)cc1	10.4	-5.5	/	-7.7	18.3	0.2	-2.0	/
29	C[C@H](NC(=O)C1(c2ccccc2)CCN(C(=O)[C@H]2CSCN2C(=O)OC(C)(C)C)CC1)C(=O)O	-6.3	4.3	-6.6	/	/	/	5.1	1.3
30	COc1ccc(-c2ccccc2)cc1NC(=O)c1cccs1	0.9	-7.7	-6.2	-11.0	9.5	0.0	-7.0	/
31	CC(C)(C)[S@](=O)N1Cc2cc(C(=O)N[C@H]3CCN(Cc4ccccc4)C3)nc(-c3cccc(-c4cccnc4)c3)c2[C@@H]1CCO	/	-42.2	1.9	4.8	-8.0	0.3	/	0.6
32	CCN(C[C@H]1[C@@H](c2ccccc2)[C@@H](CO)N1C(=O)COC)S(C)(=O)=O	5.7	-0.2	7.3	0.8	2.6	0.2	-4.5	-0.4
33	CC(C)NC(=O)N1[C@H](C#N)[C@@H](c2ccc(C#CC3CCCCC3)cc2)[C@@H]1CO	-9.3	-7.2	-7.2	-8.4	-6.8	0.1	8.2	-0.6
34	CSCCC(c1nc2ccccc2[nH]1)n1c(=O)c(-c2cccnc2)nc2ccccc21 (stereo unspecified)	/	1.5	10.8	-24.3	-2.1	0.6	/	-0.2
35	COc1cc(/C=C2\SC(=S)N(CCC(=O)N3CCN(C)CC3)C2=O)cc(OC)c1OC	-1.4	0.1	8.3	-4.4	-10.4	0.0	8.4	/
36	CCCCn1c(N)c(N(CC(C)C)C(=O)c2cnc(C)cn2)c(=O)[nH]c1=O	-3.6	-4.4	-0.3	-12.6	-6.0	0.1	/	9.0
37	O=C(c1ccc(Cn2c(=O)[nH]c3ccsc3c2=O)cc1)N1CCN(c2ccccc2)CC1	-0.8	3.4	-3.0	-6.4	-3.1	-0.3	-0.6	0.0
38	C=CCn1c(SCC(=O)Nc2ccc3c(c2)CCC3)nc2ccccc2c1=O	/	0.1	/	8.3	0.4	0.1	/	/
39	Cc1noc(C)c1NC(=O)NCC[C@H]1CC[C@@H](NC(=O)c2ccc(F)cc2)[C@H](CO)O1	0.1	-4.0	0.4	-4.8	2.7	-0.4	2.7	-0.2
40	O=[N+]([O-])c1cccc2c3c([nH]c12)CCCC3	-2.6	6.6	5.9	4.1	-15.5	0.1	/	/
41	CCNC(=O)CC1C(=O)N(c2ccc(C)cc2)C(=O)N1CCc1sccc1C (stereo unspecified)	/	?	-12.8	-6.8	4.2	-0.1	/	-0.1
42	CCOC(CCNC(=O)c1cn(CC(C)C)c(=O)c2c1c1ccccc1n2C)OCC	-1.7	-5.2	-6.2	-13.9	1.3	0.0	1.0	/
43	CC(C)NC(=O)N1[C@@H]2CN(C)c3ccccc3[C@@H]2[C@@H]1CO	-10.0	1.8	-3.3	0.2	5.0	0.0	1.1	0.3
44	CCCCNC(=O)C1(C)CCCCN1C(=O)c1ccc2c(c1)C(C)(C)CCC2(C)C (stereo unspecified)	0.8	-4.4	-1.3	-7.9	13.7	0.0	-2.3	-0.2
45	O=C(C[C@H]1CC[C@H](NS(=O)(=O)c2ccc(F)cc2)[C@H](CO)O1)N1CCN(c2ccccc2)CC1	-0.3	12.6	1.8	-17.1	7.7	0.2	-0.3	-0.3
46	COc1ccc(S(=O)(=O)N(C)C[C@H]2Oc3c(NC(=O)CCCCCC(=O)Nc4ccccc4N)cccc3C(=O)N([C@@H](C)CO)C[C@@H]2C)cc1	/	-0.9	/	/	-24.2	0.0	/	-0.3
47	COc1cccc(/C=C2/C(=O)NN(c3ccccc3)C2=O)c1	1.0	-2.3	2.8	-1.0	-0.5	0.1	-8.5	0.1
48	O=C(Cc1ncn[nH]1)NCCc1ccccc1	4.7	-2.5	-4.0	-11.5	-3.8	0.2	-0.6	0.1
49	C[C@@H]1CN([C@@H](C)CO)S(=O)(=O)c2ccc(C#CC3(O)CCCC3)cc2O[C@H]1CN(C)C(=O)Nc1ccc(F)cc1	-0.1	3.6	/	-6.6	7.5	-0.3	-1.1	-0.2
50	CC(NCCc1ccc(S(N)(=O)=O)cc1)C(=O)NCc1ccccc1 (stereo unspecified)	-4.1	-4.7	0.6	-11.0	7.8	0.1	3.9	-0.1
51	CCOc1ccc(-n2c(SCC(=O)Nc3cc(OC)c([N+](=O)[O-])cc3C)nc3ccccc32)cc1	-7.1	2.0	0.5	-19.8	21.7	0.2	2.5	/
52	COc1cc(C(O)c2nc(-c3cnn(C)c3)cs2)ccc1F (stereo unspecified)	-8.7	-1.8	-9.8	-17.5	-16.1	0.0	-4.5	0.0
53	Cc1ccccc1CO/N=C/c1[nH]ncc1Br	-3.6	12.2	-4.0	-21.8	3.0	0.0	/	/
54	Cc1ccc(CSCC(=O)Nc2ccc3c(c2)OCO3)cc1	12.6	4.7	-2.4	-6.7	/	/	2.1	/
55	Cc1ccc(S(=O)(=O)Nc2ccccn2)cc1[N+](=O)[O-]	-7.1	0.2	15.8	-2.1	5.4	0.0	/	/
56	CC(=O)NC1CC2CCCC(C1)N2C(=O)Nc1cccc(C)c1 (stereo unspecified)	7.3	6.6	-2.6	-6.2	-2.7	0.0	-2.5	/
57	C[C@H](CO)N1C[C@H](C)[C@@H](CN(C)C(=O)C2CCCCC2)Oc2ncc(C#Cc3cccc(F)c3)cc2C1=O	-0.1	3.0	/	-4.6	-1.9	-0.4	-9.1	-0.3
58	Oc1ccccc1N=Nc1ccccc1O	/	-3.4	14.6	-25.6	-9.9	0.5	/	-0.1

Source: PubChem BioAssay
